DENV2 CPE – DENV2-induced cell death inhibition; DENV2-infected cells, cytopathic effect rescue, plate reader; CPE inhibition, % at 9.99 µM; AID 651640; 1.7% of 350,000 active; in the data active means CPE inhibition above about 20%, passing the limit was not always enough; inconclusive means no clear call, values can overlap the other calls; tested in BHK-21 cells;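 further: 0% = median of neutral control wells and 100% = median of positive control wells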
RAD54 inh – inhibitors of human RAD54 branch migration | 0.14% of 360,000 active | RAD54 Holliday junction branch migration, FAM/BHQ fluorescence | inhibition, % at 10.4 µM;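 active means mean normalized replicate activity at least 40 and at least half of replicates scoring 40 or more; inconclusive means only one of the two criteria met; inactive means mean below 40 and under half of replicates reaching 40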;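 further: 0% = median of neutral control wells and 100% = median of positive control wells; inhibitors cause a drop in the FAM fluorescence signal; in these data hits start at about 50%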
XiGFP reactiv – activators of X-chromosome reactivation in mouse fibroblasts; XiGFP mouse fibroblasts, % GFP-positive cells imaging, 3 d; cells co-treated with 5-aza-dC sensitizer; scaled so ellipticine positive control = 100%; activation, % at 7.58 µM; 0.055% of 360,000 active;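 active means mean normalized replicate activation at least 10% and every replicate at or above 10%; inconclusive means only one of the two criteria met; inactive means mean below 10% and not all replicates reach 10%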;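 further: 0% = median of on-plate neutral control wells and 100% = ellipticine 6 µM median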
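Material: XiGFP fibroblasts, SV40-immortalized; Buffer or medium: DMEM containing 5-aza-dC; Compound dosing: single point; Times: 3 days compound exposure.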
Casp6 inh – blocks human caspase-6 cleavage activity | P55212 | purified caspase-6, Z-VEID-R110 cleavage fluorescence | inhibition, % at 12.5 µM | 0.53% of 350,000 active | AID 686996;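 active means mean inhibition across replicates at least about 35%, with every replicate also reaching that limit, limit read from the data; inconclusive means only one of the two criteria met; inactive means neither criterion met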;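 further: 0% = median of neutral control wells and 100% = no fluorescence left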
Target sequence (P55212 24-179 limits assumed): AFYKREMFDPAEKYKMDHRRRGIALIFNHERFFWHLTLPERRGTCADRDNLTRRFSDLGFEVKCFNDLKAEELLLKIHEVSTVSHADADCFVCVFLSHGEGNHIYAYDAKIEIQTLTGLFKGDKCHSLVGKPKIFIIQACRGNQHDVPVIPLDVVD
Target sequence (P55212 194-293 limits assumed): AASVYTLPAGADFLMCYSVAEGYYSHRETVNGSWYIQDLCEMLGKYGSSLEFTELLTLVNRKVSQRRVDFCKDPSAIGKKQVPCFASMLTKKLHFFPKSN
E-sel inducer – E-selectin induction on HUVECs; P16581; HUVEC E-selectin immunofluorescence imaging; normalized: neutral wells 0, TNF-alpha wells 100; activation, % at 7.58 µM; 0.37% of 260,000 active; AID 686992;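 active means mean E-selectin-positive cell signal at least 10% of the positive control, reached in at least 60% of replicates, without over 20% cell loss; inconclusive means no rule given, readout overlaps actives, possibly toxicity-flagged; inactive means the rest, including those meeting only one limit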;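 further: in these data hits start at about 27%; measured in HUVEC primary endothelial cells; signal is the percent of cells scored E-selectin positive by PE staining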
Target sequence (P16581 whole entry, looked up): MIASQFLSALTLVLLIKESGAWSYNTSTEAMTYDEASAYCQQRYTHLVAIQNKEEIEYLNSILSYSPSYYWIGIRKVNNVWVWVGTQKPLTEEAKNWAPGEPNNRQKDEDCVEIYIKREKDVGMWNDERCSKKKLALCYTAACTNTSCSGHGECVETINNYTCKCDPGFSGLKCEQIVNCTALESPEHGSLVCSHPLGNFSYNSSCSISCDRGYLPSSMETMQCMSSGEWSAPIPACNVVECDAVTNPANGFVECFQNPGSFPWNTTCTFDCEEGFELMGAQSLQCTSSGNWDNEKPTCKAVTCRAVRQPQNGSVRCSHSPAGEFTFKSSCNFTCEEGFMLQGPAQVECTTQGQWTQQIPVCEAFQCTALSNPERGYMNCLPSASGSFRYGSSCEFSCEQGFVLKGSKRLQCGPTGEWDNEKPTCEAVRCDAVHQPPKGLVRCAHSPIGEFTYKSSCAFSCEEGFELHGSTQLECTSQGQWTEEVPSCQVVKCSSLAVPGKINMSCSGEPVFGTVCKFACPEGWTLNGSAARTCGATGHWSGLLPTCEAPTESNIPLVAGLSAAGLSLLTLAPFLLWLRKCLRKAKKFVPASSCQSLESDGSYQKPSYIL
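Test system: HUVEC | Signal: Immunofluorescence imaging | Read-out: Percent E-selectin-positive cells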
CFTR F508del cor – correctors of CFTR F508del function in bronchial epithelial cells. 0.36% of 350,000 active. CFBE cells, YFP halide quenching; stimulated with forskolin plus potentiator P3; % fluorescence drop versus neutral controls. activity (quench increase), % at 7.58 µM;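 active means mean added fluorescence quench of at least 8% versus neutral control, with both replicates also reaching 8%; inconclusive means only one of the mean or replicate conditions met; inactive means mean below 8% and not both replicates reaching 8%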;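 further: cells transiently co-express mutant CFTR-F508del with the halide-sensitive YFP; corrector assay measuring rescue of mutant channel to the surface after 24 h compound exposure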
INS-1E GSIS act – primary screen for activators of insulin secretion dependent on glucose, INS-1E cells, GLuc reporter luminescence; INS-1E GLuc reporter insulin secretion, 2-3 h; activation, % at 16.6 µM; 0.61% of 370,000 active; AID 743287;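 active means lowest replicate activation of at least 40%, so every replicate reaches that level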;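 further: 0% = median of neutral control wells and 100% = median of IBMX positive control wells; some compounds called inactive have numbers as strong as hits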
RAD52 inh – RAD52 (human) annealing inhibition | 0.46% of 360,000 active | recombinant RAD52 DNA annealing, FRET fluorescence | inhibition, % at 18.7 µM;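 active means every replicate showing at least 50% inhibition; inconclusive means mean inhibition at least 50% but not in every replicate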
Numbers without * were called inactive; ? = inconclusive; / = not tested or not shown; & = joins results of further samples.

1) CO[C@H]1CN(C)C(=O)c2cc(NC(=O)c3cc(C)on3)ccc2OC[C@@H](C)N(CC2CC2)C[C@H]1C
2) Cc1ccccc1CN(CC1CCC(C(=O)O)CC1)C(=S)Nc1ccccc1F (stereo not drawn)
3) Cc1cc(C)c(S(=O)(=O)/N=C2\C=C(Nc3ccc(C(=O)O)cc3)C(=O)c3ccccc32)c(C)c1
4) O=C(c1ccc(F)cc1)N1C[C@@H]2N[C@H](C1)C2c1ccc(-c2ccc(F)cc2)cc1 (stereo partly drawn)
5) Cn1c(SCc2n[nH]c(=S)o2)nnc1-c1ccccc1
6) N/C(=N\OC(=O)/C=C/c1ccccc1)c1ccc(Br)cc1
screen / no.	1	2	3	4	5	6
DENV2 CPE	0	/	-2	-8&0	-6	-6
RAD54 inh	4	-5	4	/	-6	8
XiGFP reactiv	0.1	0.2	-0.1	0.0&0.0	0.0	-0.1
Casp6 inh	/	-1	-3	2&-2	1	0
E-sel inducer	-0.2	/	0.2	0.0&-0.2	1.0	/
CFTR F508del cor	-0.8	1.0	-2.2	-0.9&-3.1	0.3	-0.1
INS-1E GSIS act	-5	-7	6	-12&1	7	3
RAD52 inh	-16	-10	-12	50*	-13	-10

7) Cc1ccc(S(=O)(=O)N2CCCCC2)cc1C(=O)N(C)CC(=O)Nc1ccc(Cl)c(C(F)(F)F)c1
8) Cc1noc(C)c1NC(=O)Nc1cccc2c1O[C@H](CN(C)C)[C@H](C)CN([C@H](C)CO)C2=O
9) COc1ccc(NC(=O)Nc2ccc3c(c2)C(=O)N([C@H](C)CO)C[C@H](C)[C@@H](CN(C)Cc2ccc(Cl)c(Cl)c2)OCCCC[C@H](C)O3)cc1
10) NC(=O)C1CCN(C(=O)c2ccc3ccccc3c2)CC1
11) CC1(C(=O)NS(=O)(=O)c2ccccc2OC(F)(F)F)CCN1C(=O)c1ccccc1 (stereo not drawn)
12) CN(CC(=O)NCc1ccc(F)cc1)S(=O)(=O)c1ccc(Br)s1
screen / no.	7	8	9	10	11	12
DENV2 CPE	-7	-13	-2	-1	-5	11
RAD54 inh	-6	3	-5	-5	2	-14
XiGFP reactiv	0.4	0.0	0.2	0.0	-0.2	0.7
Casp6 inh	1	-1	-2	-1	0	1
E-sel inducer	/	/	0.3	1.4	-0.1	/
CFTR F508del cor	1.6	0.4	2.2	2.1	1.6	-0.5
INS-1E GSIS act	-62	-1	6	5	3	-12
RAD52 inh	-9	8	17	-7	-7	-7

13) CCOC(=O)CCSc1nc(C)c2cc(C)ccc2n1
14) COc1ccc(OC)c(NC(=O)Nc2nc(C(N)C(C)C)cs2)c1 (stereo not drawn)
15) CC1(c2nnc(-c3ccccc3)o2)CC(c2ccccc2)=NO1 (stereo not drawn)
16) COc1cc(/C=N/NC(=O)c2cc(C3CC3)[nH]n2)cc(OC)c1OC
17) COc1ccc(/C=N\NC(=O)c2ccccc2F)cc1COc1ccc(F)cc1F
18) CCCNC(=O)C(Cc1ccc(Cl)cc1)NC(=O)c1ccc(C#N)cc1 (stereo not drawn)
screen / no.	13	14	15	16	17	18
DENV2 CPE	-1	-7	?	-12	-8	-4
RAD54 inh	1	12	-1	16	6	-5
XiGFP reactiv	/	-0.1	0.9	0.1	0.4	0.0
Casp6 inh	3	-9	1	-1	0	-3
E-sel inducer	/	0.1	0.0	/	0.5	0.2
CFTR F508del cor	-2.3	-1.8	4.0	-1.5	2.6	-0.2
INS-1E GSIS act	29	-10	-6	-1	-4	-2
RAD52 inh	-18	-13	-11	3	-5	-3

19) COc1cc(OC)cc(-c2nnc(N(C)C(=O)c3ccncc3)s2)c1
20) Cc1ccc(C(=O)CCC(=O)NN2C(=O)NC3(CCCCC3)C2=O)cc1
21) O=c1c2c(C(F)(F)F)cc(C(F)(F)F)nc2[nH]n1-c1ccccc1
22) C[C@H]1CN([C@@H](C)CO)C(=O)Cc2cc(NS(=O)(=O)c3cccs3)ccc2O[C@@H]1CN(C)S(=O)(=O)c1cccs1
23) C[C@@H]1CCCCO[C@@H](CN(C)S(=O)(=O)c2cccs2)[C@H](C)CN([C@@H](C)CO)C(=O)c2cc(NC(=O)CCCN(C)C)ccc2O1
24) C[C@H]1CN([C@@H](C)CO)S(=O)(=O)c2ccc(/C=C/c3ccccc3)cc2O[C@H]1CN(C)C(=O)CN1CCOCC1
screen / no.	19	20	21	22	23	24
DENV2 CPE	-3	3	-3	/	-4	/
RAD54 inh	/	/	-2	/	8	/
XiGFP reactiv	-1.2	0.0	/	-0.3	-0.1	-1.2
Casp6 inh	-2	2	1	/	-2	/
E-sel inducer	/	-2.0	/	0.0	-0.2	0.4
CFTR F508del cor	0.5	-2.7	-0.9	0.1	-0.5	3.5
INS-1E GSIS act	-7	11	-23	-1	1	1
RAD52 inh	-11	-8	-11	/	0	/

As a short view, some entries already given.
14) COc1ccc(OC)c(NC(=O)Nc2nc(C(N)C(C)C)cs2)c1 (stereo not drawn)
15) CC1(c2nnc(-c3ccccc3)o2)CC(c2ccccc2)=NO1 (stereo not drawn)
16) COc1cc(/C=N/NC(=O)c2cc(C3CC3)[nH]n2)cc(OC)c1OC
17) COc1ccc(/C=N\NC(=O)c2ccccc2F)cc1COc1ccc(F)cc1F
18) CCCNC(=O)C(Cc1ccc(Cl)cc1)NC(=O)c1ccc(C#N)cc1 (stereo not drawn)
19) COc1cc(OC)cc(-c2nnc(N(C)C(=O)c3ccncc3)s2)c1
20) Cc1ccc(C(=O)CCC(=O)NN2C(=O)NC3(CCCCC3)C2=O)cc1
21) O=c1c2c(C(F)(F)F)cc(C(F)(F)F)nc2[nH]n1-c1ccccc1
screen / no.	14	15	16	17	18	19	20	21
DENV2 CPE	-7	?	-12	-8	-4	-3	3	-3
RAD54 inh	12	-1	16	6	-5	/	/	-2
XiGFP reactiv	-0.1	0.9	0.1	0.4	0.0	-1.2	0.0	/
Casp6 inh	-9	1	-1	0	-3	-2	2	1
E-sel inducer	0.1	0.0	/	0.5	0.2	/	-2.0	/
CFTR F508del cor	-1.8	4.0	-1.5	2.6	-0.2	0.5	-2.7	-0.9
INS-1E GSIS act	-10	-6	-1	-4	-2	-7	11	-23
RAD52 inh	-13	-11	3	-5	-3	-11	-8	-11

(cont.)
25) CCN1CCN(C(=O)C2CCN(Cc3cc(Cl)ccc3O)CC2)CC1
26) C[C@@H]1CCCCO[C@H](CN(C)Cc2ccccc2)[C@H](C)CN([C@@H](C)CO)C(=O)c2cc(NS(=O)(=O)c3ccc(F)cc3)ccc2O1
27) CC(=O)N1c2ccc(S(=O)(=O)N3CCCC(C(=O)NCc4ccccc4)C3)cc2CC1C (stereo not drawn)
28) CCOC(=O)c1csc(-c2csc(CCNC(=O)c3ccccc3)n2)n1
29) O=C(COc1ccc(Br)cc1F)NCC1(N2CCCCC2)CCCCC1
30) COc1ccc2oc(C(=O)OCC(=O)Nc3cc(S(=O)(=O)N4CCOCC4)ccc3OC)c(C)c2c1
screen / no.	25	26	27	28	29	30
DENV2 CPE	-4	10	-7	-5	-2	0
RAD54 inh	3	6	-11	-1	-4	-2
XiGFP reactiv	/	-0.1	0.2	0.0	-0.1	7.4
Casp6 inh	-38	0	2	1	1	-3
E-sel inducer	/	/	-0.1	0.5	-0.1	0.0
CFTR F508del cor	-0.2	2.9	-0.6	-2.9	-4.3	1.2
INS-1E GSIS act	-5	-12	-15	0	/	31
RAD52 inh	-2	33	-11	-3	-19	-5

31) Cc1cccc(C)c1NC(=S)N1CCCN(C)CC1
32) C[C@H]1CCCCO[C@H](CN(C)C(=O)Nc2ccc3c(c2)OCO3)[C@@H](C)CN([C@@H](C)CO)C(=O)c2cc(NC(=O)c3ccccc3)ccc2O1
33) CCS(=O)(=O)c1ccc2oc(SCC(=O)N3c4ccccc4CC3C)nc2c1 (stereo not drawn)
34) O=C(c1cccc(S(=O)(=O)N2CCCC2)c1)N(Cc1ccco1)C1CCS(=O)(=O)C1 (stereo not drawn)
35) CCCCCCN1C[C@H](n2cc(COC(=O)c3ccccc3)nn2)[C@@H](O)C[C@@H]1c1ccc(C)cc1
36) COc1ccc(CN(C)C[C@@H]2OCCCC[C@H](C)Oc3ccc(NC(=O)Nc4ccc(F)cc4)cc3C(=O)N([C@H](C)CO)C[C@@H]2C)cc1
screen / no.	31	32	33	34	35	36
DENV2 CPE	9	4	/	-1	/	14
RAD54 inh	/	5	7	3	6	4
XiGFP reactiv	0.0	0.1	/	0.2	0.3	0.1
Casp6 inh	-1	-1	-1	0	-1	1
E-sel inducer	1.0	-0.2	/	/	-8.6	0.0
CFTR F508del cor	0.5	-2.5	/	-0.3	0.0	-0.1
INS-1E GSIS act	2	-10	-2	2	163*	-14
RAD52 inh	6	2	3	-15	-9	21

37) CCSc1nc(-c2ccc(OC)cc2)cc(-c2ccccc2)c1C#N
38) O=C(COc1ccc(S(=O)(=O)N2CCOCC2)cc1Cl)NC1CCCCC1
39) CCN(CC)S(=O)(=O)c1cc(NC(=O)COc2ccc(C#N)cc2OC)ccc1C
40) FC(F)(F)Oc1ccccc1C(c1nnnn1-c1ccc2c(c1)OCCO2)N1CCN(C/C=C/c2ccccc2)CC1 (stereo not drawn)
41) Cn1cnc2c(SCc3ccccc3)ncnc21
42) CC(=O)c1ccc(NC(=S)NC(C)CCc2ccccc2)cc1 (stereo not drawn)
screen / no.	37	38	39	40	41	42
DENV2 CPE	9	-2	17	9	12	3
RAD54 inh	0	-8	2	10	-9	/
XiGFP reactiv	/	0.1	-0.1	0.0	0.0	0.0
Casp6 inh	-1	2	-4	-1	0	1
E-sel inducer	/	-0.2	1.5	/	0.8	/
CFTR F508del cor	-0.1	-3.4	/	0.7	-4.3	0.8
INS-1E GSIS act	/	-12	4	-41	18	-13
RAD52 inh	-2	-1	2	4	-10	-10

43) O=C(Cc1ccsc1)Nc1ccc(S(=O)(=O)C(F)F)cc1
44) CC(On1nnc2ccc(S(=O)(=O)N3CCOCC3)cc21)C(=O)Nc1ccccc1F (stereo not drawn)
45) COc1ccc(CCN2CC(C(=O)NCC3(O)CCCCC3)CCC2=O)cc1 (stereo not drawn)
46) Cc1cccc(S(=O)(=O)N2CCCCN3[C@H](CO)[C@H](c4ccc(C#CC(C)C)cc4)[C@H]3C2)c1
47) CCS(=O)(=O)c1ncc(CO)n1CCc1ccccc1
48) O=S(=O)(Nc1nc2ccccc2nc1NCC1CCCO1)c1cc(Cl)ccc1Cl (stereo not drawn)
49) CCOC(=O)[C@]12CCC=C1N(CCC1=CCCCC1)C(=O)[C@H](CC(=O)N1CCSCC1)C2
50) C[C@H](CO)N1C[C@H](C)[C@@H](CN(C)S(C)(=O)=O)Oc2ccc(NC(=O)CCCCCC(=O)Nc3ccccc3N)cc2C1=O
51) C/C(=N\NC(=O)c1ccc(COc2ccccc2)cc1)c1ccncc1
screen / no.	43	44	45	46	47	48	49	50	51
DENV2 CPE	9	?	0	-2	2	0	-16	5	0
RAD54 inh	-6	-2	13	-4	-12	/	/	/	/
XiGFP reactiv	0.0	0.0	0.0	0.2	0.1	0.0	0.0	0.0	0.1
Casp6 inh	-2	0	0	-3	0	3	1	7	3
E-sel inducer	12	-0.3	/	-0.2	/	-0.3	0.0	-11	/
CFTR F508del cor	-1.0	0.0	-1.5	1.3	-2.4	3.0	-2.3	-0.6	3.1
INS-1E GSIS act	-19	6	10	-19	8	-48	-9	0	3
RAD52 inh	-23	-2	-3	5	0	1	-9	/	-8
